HKDC1 inhibitor: HKDC1 (human) hexokinase inhibition; Q2TB90; recombinant HKDC1, G6PDH/diaphorase resazurin coupled fluorescence; inhibition, % at 20 µM; 340,000 compounds, 0.16% hits; AID 493160;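 active means inhibition above about 35% when tested at 20 µM, limit read from the data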;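 further: plate controls were DMSO wells with enzyme for no effect and DMSO wells lacking enzyme for full effect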
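Assay system – recombinant HKDC1 (HK5) hexokinase enzyme, produced in-house · Input – HKDC1 at 5 µg/mL · Reagent – glucose plus 1 mM ATP as hexokinase substrates · Timing – 90 min reaction incubation at room temperature, dark · Measured by – G6PDH/diaphorase-coupled fluorescence, 1 mM NADP, 100 µM resazurin, 525/613 nm · Benchmarks – DMSO-enzyme wells negative, buffer-substituted wells positive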
SENP6 inh: inhibitors of human SENP6 protease; Recombinant SENP6 catalytic domain, aminoluciferin luminescence; 330,000 compounds, 1.8% hits; Q9GZR1; inhibition, % at 10 µM;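 active means inhibition above about 50% at the single tested dose, limit read from the data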;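 further: plate controls were DMSO wells with enzyme for no effect and DMSO wells lacking enzyme for full effect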
Target sequence (Q9GZR1 628-1112 limits assumed): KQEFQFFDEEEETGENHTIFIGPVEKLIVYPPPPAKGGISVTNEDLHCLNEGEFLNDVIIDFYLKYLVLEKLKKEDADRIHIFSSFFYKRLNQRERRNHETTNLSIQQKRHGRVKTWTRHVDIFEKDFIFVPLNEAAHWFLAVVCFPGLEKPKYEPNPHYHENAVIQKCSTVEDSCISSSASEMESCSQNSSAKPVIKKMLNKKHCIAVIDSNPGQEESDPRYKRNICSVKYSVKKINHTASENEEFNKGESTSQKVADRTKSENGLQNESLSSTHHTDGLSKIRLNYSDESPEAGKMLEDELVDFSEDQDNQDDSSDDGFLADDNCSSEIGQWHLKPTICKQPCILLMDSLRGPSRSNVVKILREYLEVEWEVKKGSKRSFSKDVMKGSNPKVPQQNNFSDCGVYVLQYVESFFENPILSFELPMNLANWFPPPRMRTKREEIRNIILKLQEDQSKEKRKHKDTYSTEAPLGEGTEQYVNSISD
SENP1 inh: inhibitors of human SENP1 SUMO protease catalytic domain. Q9P0U3. recombinant SENP1 catalytic domain, CyPet-SUMO1-YPet FRET cleavage. inhibition, % at 10 µM. 360,000 compounds, 0.21% hits;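 active means inhibition at least 30% at 10 µM, raw YFP signal under a set limit, fluorescence ratio 0.5 to 1.5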;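 further: 0% = enzyme with DMSO and 100% = no enzyme wells; some results filed as inactive read as strong as hits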
Target sequence (Q9P0U3 419-644 limits assumed): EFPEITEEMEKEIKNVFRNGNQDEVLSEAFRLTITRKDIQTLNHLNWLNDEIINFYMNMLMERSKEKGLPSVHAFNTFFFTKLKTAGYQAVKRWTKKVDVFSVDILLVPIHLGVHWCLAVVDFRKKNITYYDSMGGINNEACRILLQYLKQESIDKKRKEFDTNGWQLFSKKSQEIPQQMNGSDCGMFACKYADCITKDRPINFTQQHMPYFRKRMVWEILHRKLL
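Material – human SENP1 catalytic domain · Input – SENP1 enzyme, 20 pM final · Compound dosing – single concentration of 10 µM compound, 0.5% DMSO final · Timing – enzyme reaction for 50 min at room temperature, dark · Measured by – FRET fluorescence in CFP and YFP emission channels · Control set – no-enzyme wells low, DMSO-plus-enzyme wells high control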
SENP8 block-1: SENP8 (human) protease inhibition; inhibition, % at 20 µM; recombinant SENP8, Nedd8 substrate fluorescence; AID 602440; 360,000 compounds, 0.64% hits; in the data active means inhibition mostly above about 40%, no sharp cut-off; inactive means mostly below about 27%
Target sequence (Q96LD8 whole entry, looked up): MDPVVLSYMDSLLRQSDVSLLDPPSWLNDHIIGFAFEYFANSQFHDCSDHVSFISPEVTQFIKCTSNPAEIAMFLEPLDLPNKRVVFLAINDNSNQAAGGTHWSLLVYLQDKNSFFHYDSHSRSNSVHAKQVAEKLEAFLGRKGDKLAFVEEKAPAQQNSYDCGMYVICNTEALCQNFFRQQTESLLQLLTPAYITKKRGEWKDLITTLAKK
PfGluPho inh: PfG6PD (Plasmodium falciparum) enzyme inhibition | PfGluPho enzyme, NADPH resazurin-diaphorase fluorescence | inhibition, % at 20 µM | 350,000 compounds, 0.78% hits;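 active means inhibition reaching at least a set limit at 20 µM in the primary screen, cut at about 59% in these data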;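 further: 0% = DMSO wells with substrate and 100% = DMSO wells lacking glucose-6-phosphate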
SENP7 block: inhibitors of human SENP7 protease. Q9BQF6. recombinant SENP7, Z-RLRGG-aminoluciferin luminescence, 40 min. inhibition, % at 5 µM. 330,000 compounds, 1.5% hits. AID 434973;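 active means inhibition above about 50% at the single test dose, limit read from the data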;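 further: plate controls were DMSO with enzyme for no effect and no enzyme buffer wells for full effect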
SENP8 block-2: inhibitors of human SENP8 protease; Q96LD8; purified SENP8, Z-RLRGG-aminoluciferin cleavage, luminescence; inhibition, % at 10 µM; 330,000 compounds, 1.2% hits; AID 2540; in the data active means inhibition above about 50%
Apaf1 inhib: inhibitors of human Apaf-1 apoptosome; inhibition, % at 20 µM; O14727; 330,000 compounds, 0.71% hits; AID 489030; reconstituted apoptosome caspase-3 activity, DEVD-Rh110 fluorescence; active means inhibition of at least 40% at 20 µM;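 further: plate controls were DMSO wells for no effect and DEVD-CHO caspase inhibitor wells for full effect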
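Material: reconstituted apoptosome with Apaf-1, cytochrome c, caspase-9, procaspase-3, dATP; medium: pH 7.5 Hepes buffer with CHAPS, BSA, DTT; also added: cytochrome c and DEVD-Rh110 substrate; timing: 30 min plus 50 min, RT; signal: Rh110 fluorescence intensity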
The depositor's hits bear a star; . = no result given.

SMILES | HKDC1 inhibitor | SENP6 inh | SENP1 inh | SENP8 block-1 | PfGluPho inh | SENP7 block | SENP8 block-2 | Apaf1 inhib
CCC(NC(=O)c1ccccc1NC(=O)c1ccco1)C(=O)NC1CCCCC1 (stereo not drawn) | 2 | -8 | 0 | 9 | -15 | -11 | -10 | 4
CCOC(=O)N1CCC(NC(=O)CC2C(=O)NCCN2Cc2cccc(F)c2F)CC1 (stereo not drawn) | -2 | -6 | -4 | -18 | 17 | 4 | 0 | -9
O=C(CN1CCN(Cc2cccc(Cl)c2)C1=O)NCc1cccs1 | -4 | -7 | 2 | 24 | -6 | 1 | 8 | -5
CCCCN(CCCC)S(=O)(=O)c1ccc(NC(=O)c2cccs2)cc1 | -1 | -10 | -1 | 3 | 8 | -3 | -4 | 2
CCC(=O)N1CCN(c2ccccc2NC(=O)c2cccs2)CC1 | -6 | -9 | 1 | -1 | -1 | 11 | -10 | 4
CN(C)c1ccc(C(=S)Nc2ccccc2)cc1 | 1 | 26 | -1 | -180 | -7 | 14 | 6 | 6
O=C(COC(=O)c1ccccc1C(=O)c1ccccc1)NCCc1ccc(Cl)cc1Cl | 8 | -12 | -2 | 9 | -7 | 1 | -11 | 10
O=C(COC(=O)CN1C(=O)C2CCCCC2C1=O)NC1CCS(=O)(=O)C1 (stereo not drawn) | -10 | 5 | 4 | 0 | -8 | 9 | 4 | -6
COc1cccc(C(=O)NOCc2ccc(C)cc2)c1OC | -2 | -23 | 3 | 4 | -5 | -11 | -19 | 13
Cc1ccc(NC(=O)CN2C(=O)/C(=C3\SC(=S)N(C4CCS(=O)(=O)C4)C3=O)c3ccccc32)cc1 (stereo not drawn) | -14 | . | 3 | 15 | -9 | . | . | .
O=C1N/C(=C/c2cccs2)C(=O)N1Cc1ccccc1F | -1 | 0 | -5 | -29 | -9 | 8 | 1 | 0
CCOC(=O)N1CCN(CC(=O)c2ccc3c(c2)CCN3C(C)=O)CC1 | -3 | -18 | -18 | -71 | 0 | 4 | 7 | -2
Cc1ccc(-n2ncc3c(=O)n(CC(=O)NC4CCCCC4)cnc32)cc1 | -8 | -16 | -27 | -25 | -6 | -2 | -1 | -8
O=S(=O)(NCc1ccccn1)C(F)(F)F | -5 | 1 | 1 | 3 | -4 | -3 | -2 | -1
O=C(Nc1ccccn1)c1cc2ccccc2o1 | -7 | 97* | 1 | 8 | 24 | 98* | 95* | 4
CN(c1nc2c(c(=O)n(C)c(=O)n2C)n1CC(=O)c1ccccc1)C1CCCCC1 | -2 | -14 | -3 | -5 | 3 | -11 | -13 | 26
O=C(NCc1ccccc1)c1ccc2nccnc2c1 | 13 | -18 | 1 | 14 | 5 | 1 | 8 | -3
CNc1snc(C)c1C(=O)OCC(=O)c1cc(F)ccc1OC | -2 | -8 | 0 | 13 | 20 | -6 | -13 | 4
CCCNC(=O)NC(=O)CSc1nnc(-c2ccncc2)n1CC | -13 | -14 | -4 | -47 | 4 | -5 | -3 | -4
Cc1ccc(S(=O)(=O)N2CCOCC2)cc1NC(=O)COC(=O)COc1ccccc1[N+](=O)[O-] | -5 | -17 | 5 | 12 | -2 | -1 | -7 | 1
O=C(NC(=S)Nc1ccc(CN2CCOCC2)cc1)c1cc2ccccc2o1 | -3 | -11 | 1 | 23 | 9 | 3 | 5 | 1
Cc1cc(NC(=O)c2ccc([N+](=O)[O-])cc2)n(C)n1 | -9 | -12 | 1 | 22 | -8 | -7 | -6 | -3
Cc1cc(C)cc(NC(=O)CCCN2C(=O)C(c3ccccc3)Oc3cccnc32)c1 (stereo not drawn) | 7 | 15 | -3 | -5 | 4 | 4 | 3 | 16
O=C(COC(=O)CCNS(=O)(=O)c1ccc2c(c1)OCCO2)NC1CCCc2ccccc21 (stereo not drawn) | 0 | 1 | -2 | 7 | 11 | 3 | 0 | 9
CN(Cc1ccccc1)C(=O)c1ccc(NC(=O)Cc2cccc(NC(=O)C3CCCN(C(=O)C4CCCCC4)C3)c2)cc1 (stereo not drawn) | -2 | 11 | 3 | 4 | -16 | -2 | -12 | 16

The last 2 entries of the section before are carried over, then new ones follow:
SMILES | HKDC1 inhibitor | SENP6 inh | SENP1 inh | SENP8 block-1 | PfGluPho inh | SENP7 block | SENP8 block-2 | Apaf1 inhib
O=C(COC(=O)CCNS(=O)(=O)c1ccc2c(c1)OCCO2)NC1CCCc2ccccc21 (stereo not drawn) | 0 | 1 | -2 | 7 | 11 | 3 | 0 | 9
CN(Cc1ccccc1)C(=O)c1ccc(NC(=O)Cc2cccc(NC(=O)C3CCCN(C(=O)C4CCCCC4)C3)c2)cc1 (stereo not drawn) | -2 | 11 | 3 | 4 | -16 | -2 | -12 | 16
Cc1cccc(C(=O)N(C(=O)c2cccc(C)c2)N(C)C)c1 | -3 | . | 0 | 12 | 7 | . | . | .
CCN1CCC(NC(=O)Nc2ccccc2C(=O)OC)CC1 | -11 | 9 | 3 | -125 | -3 | 4 | 6 | -13
COc1ccc(CCNC(=O)Cn2c(=O)n(CCCC(=O)NCc3ccco3)c(=O)c3sccc32)cc1OC | 0 | -29 | 1 | 10 | -11 | -3 | -6 | -7
Cc1ccc(C)c(N2CCN(c3ccncc3N)CC2)c1 | 4 | 17 | 1 | 23 | 10 | 9 | -9 | 14
COc1ccc(C[C@H](N)C(=O)N[C@H]2[C@@H](O)[C@H](n3cnc4c(N(C)C)ncnc43)O[C@@H]2CO)cc1 | -4 | -3 | 0 | 5 | 3 | 1 | 4 | -8
CCN(CC)C(=O)CCCSc1nnc(Nc2ccccc2F)s1 | -2 | 5 | 2 | 3 | 10 | 7 | 3 | 4
CS(=O)(=O)c1ccc(Cl)c(NC(=O)CSc2nc3ccccc3c(=O)n2Cc2ccco2)c1 | -2 | -12 | 0 | 9 | -13 | 7 | 8 | 8
Cc1ccc(-c2nc3ccccc3[nH]c2=O)cc1 | 2 | 17 | -2 | -429 | -2 | 1 | -4 | -6
Cc1ccc(-n2cccc2/C=C2\C(=N)N3N=C(c4ccco4)SC3=NC2=O)cc1 | 14 | 17 | -11 | -13 | -23 | 7 | 10 | 10
CN(CC(=O)Nc1ccc(Cl)c(C(F)(F)F)c1)C(=O)Cc1c[nH]c2ccccc12 | 5 | -18 | -1 | 20 | 22 | 6 | -8 | 23
CCn1c(COc2cccc(C)c2)nnc1SCC(=O)NC1CCCC1 | -7 | -13 | 1 | 14 | 8 | 14 | 0 | 18
Cc1ccnc2nc(C(=O)Nc3nnc(-c4ccccc4)o3)nn12 | -7 | 7 | -1 | 4 | -6 | 3 | 8 | -7
Cc1ccc(C(=O)NCC2CCCN2S(=O)(=O)c2ccc(C)cc2)cc1 (stereo not drawn) | 9 | -8 | 0 | 8 | 8 | 10 | -15 | 13
CCOC(=O)c1sc(=S)n(-c2cccc(OC)c2)c1N | 10 | -6 | 1 | 16 | 57 | -4 | 0 | 4
O=C(CNS(=O)(=O)c1ccc(F)c(Cl)c1)N1CCCC1 | -1 | -23 | 1 | 9 | -3 | -1 | -5 | 8
C/C(=N\Nc1nc(C)cc(C)n1)c1ccc(C)o1 | 4 | -16 | 3 | -4 | -11 | -4 | -2 | 0
O=C(NC(=S)NCc1ccccc1)c1ccc(Br)cc1 | 5 | -31 | 2 | 12 | -6 | -6 | -5 | 13
Cc1[nH]c2ccccc2c1C(=O)CSCC(=O)O | -8 | -2 | 1 | 8 | -4 | 8 | 2 | -9
CCCC12CN3CC(C)(CN(C1)C3c1ccc(OC)cc1)C2=O (stereo not drawn) | -8 | 11 | 1 | 11 | -9 | 12 | 3 | -5
Brc1ccc2c(c1)OCCOCCOCCOCCOCCOCCO2 | -5 | -10 | -1 | 9 | 0 | 13 | 1 | 3
COc1cc(/C=C(\NC(C)=O)C(=O)NC(C)(C)CC(C)(C)C)ccc1OC(C)=O | 6 | -15 | 1 | 22 | -43 | 6 | -3 | 6
COc1cc(CNC2CCCC2)c(Br)cc1OCc1ccccc1 | 9 | 16 | -1 | 14 | -15 | 0 | -5 | 9
Cc1cc[n+](Cc2ccc([N+](=O)[O-])cc2)cc1 | -1 | 0 | 3 | 20 | 5 | 5 | -5 | 5
CCn1nc(NS(=O)(=O)c2ccc(NC(C)=O)cc2)c2cc3ccccc3nc21 | 1 | -11 | -7 | -19 | -43 | 5 | -3 | 4
CC(C)(C)c1nnc(NC(=O)c2cccnc2)s1 | -9 | -12 | 2 | 11 | 12 | -12 | -10 | -14

Record cards (already shown):
Cc1cccc(C(=O)N(C(=O)c2cccc(C)c2)N(C)C)c1 is entered as HKDC1 inhibitor = -3; SENP6 inh = .; SENP1 inh = 0; SENP8 block-1 = 12; PfGluPho inh = 7; SENP7 block = .; SENP8 block-2 = .; Apaf1 inhib = .
CCCC12CN3CC(C)(CN(C1)C3c1ccc(OC)cc1)C2=O (stereo not drawn) is entered as HKDC1 inhibitor = -8; SENP6 inh = 11; SENP1 inh = 1; SENP8 block-1 = 11; PfGluPho inh = -9; SENP7 block = 12; SENP8 block-2 = 3; Apaf1 inhib = -5

More structures follow.
SMILES | HKDC1 inhibitor | SENP6 inh | SENP1 inh | SENP8 block-1 | PfGluPho inh | SENP7 block | SENP8 block-2 | Apaf1 inhib
O=C(O)c1cccc(NS(=O)(=O)c2cccc3nsnc23)c1 | 5 | -4 | 0 | 2 | -24 | -5 | -3 | -16
CCN1C(=O)[C@H]2[C@@H](c3ccc(-c4ccccc4)cc3)N[C@@](CC(C)C)(C(=O)OC)[C@H]2C1=O | -1 | -7 | 1 | 4 | 17 | -10 | 3 | 14
COc1ccc(NC(=O)CSc2nc3ccc(OC)cc3[nH]2)cc1 | 0 | -21 | 2 | 31 | -3 | -5 | -4 | -11
CCN(CC)C(=O)CCNS(=O)(=O)c1ccc(C)cc1 | -3 | 4 | 3 | 28 | -19 | 6 | 1 | -4
Cc1cccc(NC(=O)C2=C(O)c3ccccc3N(C)S2(=O)=O)c1 | 6 | 1 | 2 | 6 | -14 | -6 | 3 | 2
CC(C)C1C(C#N)=C(N)Oc2n[nH]c(-c3ccccc3)c21 (stereo not drawn) | 1 | 1 | 1 | 8 | 16 | -1 | -2 | -2
CCOc1cc(/C=C2\C(=O)N(c3nc(-c4ccc(Br)cc4)cs3)N=C2c2ccccc2)ccc1O | 29 | 51* | 2 | 27 | -3 | -2 | 5 | 53*
O=C(Nc1cccc(C(F)(F)F)c1)C1CCN(S(=O)(=O)c2cccnc2)CC1 | -2 | -10 | 3 | 2 | 0 | 13 | -6 | -6
Cc1ccccc1Nc1nnc(SCC(=O)NCc2cccs2)s1 | 11 | -3 | 1 | 11 | 6 | 1 | 3 | -1
c1ccc2oc(-c3ccc4nc[nH]c4c3)nc2c1 | -1 | 35 | 1 | -305 | 1 | 60* | 25 | -3
COc1ccc(COC(=O)C2=C(C)NC(=O)NC2c2cc(OC)ccc2OC)cc1 (stereo not drawn) | 1 | 14 | -2 | -1 | 15 | 7 | -2 | 6
Cc1ccccc1Nc1nnc(SCC(=O)c2c(N)n(C3CC3)c(=O)[nH]c2=O)s1 | 3 | -12 | -2 | 8 | 24 | -2 | -5 | 9
CCOC(=O)c1c2c3c(c(Cl)ccc3[nH]c1=O)C(=O)c1ccccc1-2 | 5 | 18 | 57* | 14 | 39 | 6 | 8 | 16
CCOC(=O)C1C(=O)CC(C)(O)C(C(=O)OCC)C1c1ccc2c(c1)OCO2 (stereo not drawn) | -9 | -8 | 3 | 7 | -8 | -8 | -5 | 0
